M1 antag: M1 muscarinic receptor (rat) antagonism. P08482. actives 3.4% (n = 64,000). CHO-M1 cells, Fluo-4 calcium, ACh EC80 antagonist mode; hits give low values. B-score at 10 µM;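 active = calcium fluorescence response, raw or row-and-column corrected B-score, differing from the plate sample mean either way at a set confidence level, mostly lower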
M1 agonist: activates the M1 muscarinic receptor; CHO-M1 cells, Fluo-4 calcium fluorescence, agonist mode; hits give high values; B-score at 10 µM; actives 3% (n = 64,000); AID 626;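 active = fluorescence rise, raw or as B-score row- and column-corrected plate score, outside the 99.7% band of its plate's samples, either direction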
S1P3 agonist: activates the human S1P3 receptor. actives 0.1% (n = 60,000). S1P3 NFAT-BLA reporter cells, agonism, FRET ratio; relative to 1 µM S1P, basal subtracted. activation, % at 4.5 µM. AID 373;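 active = activation above the screen-wide mean plus 3 SD, cut at about 4.5% in these data, passing the limit was not always enough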; note: some compounds called inactive have numbers as strong as hits
Target sequence (Q99500 whole entry, looked up): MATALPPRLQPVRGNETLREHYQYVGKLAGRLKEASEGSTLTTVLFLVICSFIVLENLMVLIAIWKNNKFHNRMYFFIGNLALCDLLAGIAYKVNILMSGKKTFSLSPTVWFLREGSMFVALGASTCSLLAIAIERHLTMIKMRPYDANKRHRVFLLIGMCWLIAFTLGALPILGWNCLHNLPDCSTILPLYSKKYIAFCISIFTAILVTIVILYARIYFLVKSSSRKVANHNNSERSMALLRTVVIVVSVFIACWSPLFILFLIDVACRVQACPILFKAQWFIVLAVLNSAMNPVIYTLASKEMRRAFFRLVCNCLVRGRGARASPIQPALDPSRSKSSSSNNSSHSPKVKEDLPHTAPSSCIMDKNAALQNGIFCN
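material = human S1P3 NFAT-BLA reporter CHO cells | schedule = 4 h compound at 37 °C, 2 h substrate at RT | measured by = fluorescent BLA substrate, ex 405 nm, em 460/535 nm ratio | controls = 1 µM S1P reference | replication = primary once, confirmation triplicate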
HEK293 NFkB inh: lowers PMA/ionomycin-induced NF-kB signal in HEK293 cells. HEK-293 NF-kB luciferase reporter, luminescence. inhibition, % at 3 µM. actives 0.21% (n = 62,000);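 active = inhibition above the mean of all tested compounds plus 3 SD, cut at about 40% in these data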;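 note: 0% = stimulated DMSO wells and 100% = 10 µM reference inhibitor 5653914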
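System – HEK-293 cells with stable firefly luciferase reporter driven by four HIV NF-kB elements · Doses – one dose, 3 µM · Schedule – 1 h compound pre-incubation, 16 h PMA/ionomycin at 37 °C · Technique – luminescence from luciferase substrate reagent · Measure – percent inhibition normalized per plate to DMSO and reference-inhibitor controls · Replicates – tested once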
Ec RNAP inh: Escherichia coli RNA polymerase inhibition; P0A8V2; E. coli RNA polymerase, fluorescence transcription assay; inhibition, %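 (tested at 10 µM)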; actives 0.2% (n = 62,000); AID 559; in the data active = inhibition above about 20%;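 note: 0% = enzyme without compound and 100% = no enzyme blank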
Jurkat tox 60K: cytotoxic compounds reducing Jurkat cell viability; Jurkat E6.1 viability, ATP luminescence, 48 h; inhibition, % at 4 µM; actives 1.2% (n = 56,000);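 active = inhibition above the mean inhibition of all tested compounds plus 3 SD, cut at about 28% in these data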
TNAP act DEA: human TNAP activation, intermediate phosphate acceptor; P05186; purified TNAP, CDP-star luminescence, 100 mM DEA, 30 min; hits give high values; scale: 0 levamisole-inhibited, 1 vehicle-only enzyme; activation factor at 20 µM; 64,000 tested, under 10 active;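 active = activation factor of at least 2 at 20 µM, relative to controls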
D1 allo mod: allosteric modulators of human D1 dopamine receptor; HEK293 D1, CRE-luciferase, dopamine EC30 potentiation; actives deviate in either direction; actives 5.9% (n = 58,000); AID 641; B-score at 10 µM;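 active = luminescence count or its row- and column-corrected plate score outside the 99.7% band of the plate's sample wells, on either side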
Target sequence (P21728 whole entry, looked up): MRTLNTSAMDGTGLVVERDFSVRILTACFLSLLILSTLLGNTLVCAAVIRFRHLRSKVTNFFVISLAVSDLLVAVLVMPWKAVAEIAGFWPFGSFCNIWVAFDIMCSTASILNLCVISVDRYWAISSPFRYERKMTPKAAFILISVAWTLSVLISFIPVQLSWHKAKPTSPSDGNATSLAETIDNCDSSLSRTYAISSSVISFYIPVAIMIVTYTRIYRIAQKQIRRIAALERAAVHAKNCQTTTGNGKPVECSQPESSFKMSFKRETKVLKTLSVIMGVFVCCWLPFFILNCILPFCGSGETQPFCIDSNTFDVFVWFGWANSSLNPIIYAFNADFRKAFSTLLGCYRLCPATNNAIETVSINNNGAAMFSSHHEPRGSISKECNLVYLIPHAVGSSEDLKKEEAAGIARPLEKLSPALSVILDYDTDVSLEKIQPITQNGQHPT
S1P1 ag-PAM: activates or potentiates agonism at human S1P1 receptor; actives 0.57% (n = 56,000); AID 449; activation, % at 9.5 µM; S1P1 CRE-bla cells, forskolin, beta-lactamase FRET, potentiator mode; S1P1 agonist co-added at EC20, 2 nM; 100% = saturating reference agonist, 0% = basal; P21453;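 active = activation above a cutoff set at the mean activation of all tested compounds plus 3 SD, cut at about 54% in these data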;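 note: forskolin at 4 µM as EC80 and the EC20 agonist is SEW2871; 100% = SEW2871 at its EC100 plus forskolin at EC80; some compounds past the cut are filed as inactive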
An asterisk follows results filed as active; · = no result given. No enrichment for hits; 12% or so of the library scored in one or more.

Compound | M1 antag | M1 agonist | S1P3 agonist | HEK293 NFkB inh | Ec RNAP inh | Jurkat tox 60K | TNAP act DEA | D1 allo mod | S1P1 ag-PAM
CCN1CCN(Cc2nc3c(c(=O)n(C)c(=O)n3C)n2CCc2ccccc2)CC1 | 0.83 | 0.061 | -0.2 | 7 | 3 | 1 | 1 | 0.49 | -15
CN(C)/C=C1\C(=O)c2ccc(N(C)C)nc2CC1c1ccccc1 (configuration not stated) | -0.34 | -0.79 | 10 | 12 | 5 | 0 | 1 | 2.3 | -304
CCCc1nn(C)c2c1C(c1cccnc1)C(C#N)=C(N)O2 (configuration not stated) | -0.3 | -0.43 | -4.3 | · | -2 | · | 0.9 | · | -11
CC(=O)Oc1ccc(N(C(C)=O)S(=O)(=O)c2cccs2)cc1 | 0.083 | 0.21 | -0.9 | 5 | 10 | -14 | 0.9 | 0.26 | 15
Cc1cccc(Cn2c(SCCO)nc3c2c(=O)n(C)c(=O)n3C)c1 | 0.45 | 0.094 | -0.3 | 10 | 5 | 15 | 0.9 | 0.25 | 0
CC(=O)c1c(C)nc2cc(Cl)ccc2c1N | 0 | -0.51 | -1.0 | 2 | 4 | 3 | 0.9 | 0.3 | -40
Fc1ccc(CSc2nncn2NCc2ccc3c(c2)OCO3)cc1 | 0.61 | -0.75 | -1.0 | 1 | -5 | -5 | 1 | -0.0053 | ·
Cc1ccc(-c2noc(CCC(N)=O)n2)cc1 | 0.18 | 0.1 | -0.1 | 20 | 8 | -2 | 0.9 | -0.95 | -7
COc1cc2c(cc1OC)-c1cc(OCCN3CCOCC3)nc(=O)n1CC2 | -0.3 | -0.46 | -0.2 | 4 | -28 | 0 | 0.9 | 3 | -20
CCOC(=O)CSc1nnc(CNc2nc(-c3ccccc3)cs2)n1C | 1.1 | -0.014 | -1.0 | 0 | 7 | 0 | 0.9 | -0.022 | -13
CC1=C(c2ccc(C)cc2)S(=O)(=O)N(CC(=O)O)C1=O | -1.1 | -0.03 | 0.2 | 14 | 6 | -4 | 0.9 | -0.99 | 7
Cn1nnc2cc(C(=O)N3CCC(c4ccccc4)C3)ccc21 (configuration not stated) | 0.25 | 0.035 | -0.4 | -21 | 12 | -5 | 1 | · | 4
O=C(CN1CCN(S(=O)(=O)c2ccc(Cl)cc2)CC1)Nc1ccc2c(c1)OCO2 | -0.86 | 0.21 | -0.2 | 10 | 2 | 0 | 0.9 | -1.3 | -25
CCOC(=O)c1cc(-c2cc3ccccc3o2)n[nH]1 | 0.69 | 0.49 | -0.7 | 17 | 7 | -2 | 0.9 | 1.8 | 3
Cc1noc(C(=O)N2CCN(c3ccc(F)cc3)CC2)c1Cl | 1.1 | -0.56 | -0.7 | 17 | 4 | 1 | 1 | -0.28 | -3
CC(C)(C)n1nnnc1C(c1cc2cc3c(cc2[nH]c1=O)OCO3)N1CCN(c2ccccc2)CC1 (configuration not stated) | -1.7 | -2.3 | -1.2 | 22 | 1 | -2 | 0.9 | 0.42 | -4
COC(=O)C(NS(=O)(=O)c1ccc(NC(C)=O)cc1)C(C)C (configuration not stated) | -0.89 | -0.21 | -1.9 | -7 | 0 | 2 | 0.9 | · | -30
CC1=CCC(COC(=O)Nc2ccccc2)CC1 (configuration not stated) | -0.04 | 0.37 | 0.2 | -27 | · | 12 | 0.9 | 0.84 | 4
CCOC(=O)CSc1cccc2cccnc12 | · | · | -1.3 | 11 | 2 | 3 | 0.9 | 0.19 | 34
Cc1nc2c(c(=O)n1CC1CCCO1)c1nc3ccccc3nc1n2CC(C)C (configuration not stated) | -0.65 | -0.23 | -4.6 | · | 0 | · | 0.8 | 0.23 | -3
N#Cc1nc(-c2ccccc2)oc1N1CCCCC1 | 0.57 | 0.91 | -0.6 | 6 | 4 | -1 | 0.9 | 2 | 4
O=C(CN1CCOCC1)NC1C2CC3CC(C2)CC1C3 (configuration not stated) | 1.5 | -0.76 | -0.3 | 18 | 7 | -3 | 0.9 | 0.39 | -14
CC(=O)Nc1ccccc1NC(=O)CN(C)S(=O)(=O)c1ccc(C)cc1 | 0.68 | 1.1 | -0.4 | 12 | 3 | -8 | 0.9 | 0.21 | ·
O=C(O)c1cc(S(=O)(=O)N2CCCC2)ccc1Br | 0.67 | 0.55 | -1.5 | -4 | · | -7 | 0.9 | 0.019 | -26
OCCCc1nc2ccccc2n1CCOc1ccccc1 | 0.78 | 0.38 | -0.7 | 7 | 10 | -4 | 0.9 | 0.28 | 7
O=C(CCCn1c(=S)[nH]c2cc3c(cc2c1=O)OCO3)N1CCN(c2ccc(Cl)cc2)CC1 | -0.51 | 0.13 | · | 21 | 4 | · | 1 | 1.3 | ·
CCN(C(=O)CCN1C(=O)c2ccccc2C1=O)C1CCCCC1 | -0.077 | 0.4 | -0.9 | 2 | 1 | -5 | 0.9 | -0.8 | -3
Cc1c(-c2ccccc2)oc2nc3c(c(=O)n(C)c(=O)n3C)n12 | -0.61 | -0.17 | -0.1 | 13 | -2 | -2 | 0.9 | -0.99 | -23
Cc1ccc2c(c1)nnn2C1CCN(C(=O)NC23CC4CC(CC(C4)C2)C3)CC1 | -0.0085 | 0.47 | 0.5 | 4 | 13 | -7 | 0.9 | 0.5 | -4
CCOC(=O)c1ccc(N=Cc2nc3ccccc3n2C)cc1 | 0.53 | 0.82 | 1.0 | 0 | 4 | -12 | 1 | -0.35 | -11
CCCc1cc(=O)[nH]c(SCC(=O)N2CCN(c3ccc(F)cc3)CC2)n1 | -0.78 | -1.6 | -1.2 | 8 | 2 | -2 | 0.9 | · | 11
Cc1csc(SCCn2c(N3CCOCC3)nc3c2c(=O)[nH]c(=O)n3C)n1 | 0.055 | -0.2 | · | · | 3 | · | 1 | · | ·
CSc1cccc(NC(=O)CN(C)S(=O)(=O)c2ccccc2)c1 | 0.17 | -0.93 | -0.8 | -2 | 5 | 0 | 0.9 | -0.98 | -17
CCN(CC)S(=O)(=O)c1cc(C(=O)Nc2ccncc2)ccc1Cl | 0.49 | -1.1 | -1.9 | 17 | · | 48* | 0.9 | -0.0098 | 88
COc1cc2c(cc1OC)C(C(=O)NCC1COc3ccccc3O1)C(c1cccnc1)N(C)C2=O (configuration not stated) | -0.66 | 1.2 | · | 7 | 4 | · | 0.9 | · | ·
Cc1c(NC(=O)C(C)Sc2nnc(-c3ccccc3)o2)c(=O)n(-c2ccccc2)n1C (configuration not stated) | 0.11 | 0.61 | -0.4 | 13 | 7 | 4 | 0.9 | · | -4
O=C(CSc1nnc(-c2ccc(F)cc2)o1)N1CCN(C(=O)c2ccco2)CC1 | 0.12 | -0.64 | 0.4 | 16 | -2 | 4 | 0.9 | -0.31 | -6
Cc1cccc(OCC(=O)N(Cc2cccs2)C2CCS(=O)(=O)C2)c1C (configuration not stated) | -0.21 | -0.6 | -0.8 | 16 | 13 | -2 | 0.9 | -0.21 | -5
Cc1onc(-c2ccccc2)c1C(=O)Nc1nnc(N2CCCCCC2)s1 | -1.2 | 0.24 | 0.9 | 7 | 6 | -9 | 0.9 | 0.4 | -22
Cc1cc(=S)[nH]c2ccccc12 | 0.97 | 0.22 | -0.1 | 12 | 6 | 7 | 1 | -0.018 | -3
CCOc1ccc(NC(=O)CN2CCN(CC(=O)Nc3ccc4c(c3)OCCO4)CC2)cc1 | -0.44 | 1.4 | -0.6 | 10 | 1 | -4 | 1 | 0.81 | -20
O=C(O)c1ccc(Cl)c(S(=O)(=O)NCc2ccco2)c1 | -0.1 | -1 | -1.1 | 12 | -3 | -1 | 0.9 | · | -5
FC(F)(F)C(F)(F)C(F)(F)c1nnc2ccc(N3CCOCC3)nn12 | 0.82 | 1 | -0.7 | 16 | -18 | 1 | 0.9 | 11* | -2
CCn1c(SCC(=O)N(Cc2ccccc2)C2CCS(=O)(=O)C2)nc2ccccc2c1=O (configuration not stated) | 0.48 | -0.54 | 0.8 | 18 | 12 | -3 | 1 | 8.9* | -19
CCOc1cc(C(C#N)N2CCOCC2)ccc1OC (configuration not stated) | -0.15 | 1.3 | 0.1 | 15 | 7 | 10 | 0.9 | 0.95 | ·
CN(C)c1nc2c(c(=O)n(C)c(=O)n2C)n1CC(=O)c1cccs1 | -0.029 | 0.21 | · | 17 | -9 | · | 0.9 | 0.1 | ·
Cc1cc(C)c(C(=O)CSc2nnc(-c3ccccc3Br)o2)cc1C | -0.019 | -0.17 | -0.2 | 20 | 9 | 1 | 0.9 | -0.92 | -6
O=C(Nc1ccc(F)cc1)N(Cc1nnc2n1CCCCC2)c1ccccc1 | 0.41 | 0.19 | 0.1 | -2 | 6 | -7 | 1 | -0.0021 | 3
CCCCNc1nc2c(c(=O)n(C)c(=O)n2C)n1Cc1cccc(OC)c1 | -0.07 | 0.092 | -1.3 | · | 9 | · | 1 | · | 20
CCC1=Nc2ccccc2-c2nnc(SC)nc2O1 | 0.78 | 3.6 | -0.3 | 9 | 2 | 10 | 1 | · | -42
COc1ccccc1-c1nnc(NC(=O)c2ccc(S(=O)(=O)N(C)Cc3ccccc3)cc2)o1 | 0.44 | 0.56 | -0.9 | 34 | 10 | 12 | 0.8 | -0.51 | 3
S=c1[nH]c2ccc(Cl)cc2[nH]1 | 0.49 | -0.12 | 0.0 | -2 | 4 | -5 | 0.9 | 2 | -1
CCCCN(C(=O)NC(=O)Nc1cc(C)ccc1C)S(C)(=O)=O | -0.45 | 0.74 | -0.9 | 3 | 6 | -7 | 1 | -0.8 | 5
Cc1csc(/C(C#N)=N/O)n1 | 0.066 | -0.35 | -0.3 | 17 | 0 | 4 | 0.9 | 0.24 | 12
Cc1c(NC(=O)CC2CC(C)OC2=O)c(=O)n(-c2ccccc2)n1C (configuration not stated) | -0.99 | -0.23 | 0.3 | 6 | · | -12 | · | -0.096 | -16
CC(=O)c1cccc(NC(=O)c2c(F)c(F)c(F)c(F)c2F)c1 | 0.45 | -2.7 | -0.8 | -2 | -8 | 5 | 0.9 | 0.23 | ·
COC(=O)c1ccc(C(=O)OC)c(NC2=NS(=O)(=O)c3ccccc32)c1 | 0.039 | 0.56 | -1.0 | 11 | 2 | 6 | 1 | 1 | ·
CCOc1ccc(OCc2ccc(C(=O)NCc3ccncc3)o2)cc1 | 0.00096 | -0.54 | -1.1 | -18 | 6 | 16 | 0.9 | -0.56 | 11
Clc1ccc(NCn2cncn2)nc1 | 1.4 | -0.038 | -0.9 | 11 | 3 | 0 | 0.9 | 0.5 | 127
CCOC(=O)c1ccc(COC(=O)c2nonc2N)cc1 | -1.8 | 0.18 | 0.7 | 9 | 0 | -15 | 0.9 | -0.39 | -8
Cc1cc(C(=O)CSc2nnnn2C)c(C)n1-c1ccc2c(c1)OCCO2 | -2.8* | -0.89 | -0.1 | 6 | 6 | 3 | 1 | 0.83 | 3

Screening data deposited in PubChem BioAssay by several laboratories.
